Bioassay records from PubChem BioAssay.
ALOX15B inhib – 15-hLO-2 (ALOX15B) enzyme inhibition | O15296 | purified 15hLO-2, xylenol orange hydroperoxide absorbance | Potency, µM (highest dose often 57.1 µM), for inactives: at the top dose activity change, negative = inhibition, most hits filed as inhibitors | actives 0.56% (n = 110,000); note: potency is the fitted concentration of half-maximal effect; nearly all actives have a fitted effect of over 60% in size; many of its hits are not listed in these tables
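Screening format was qHTS against 50 nM purified 15hLO-2 in Hepes pH 7.5 with detergent. Activity follows hydroperoxide formation from 45 uM arachidonic acid, measured as 573:405 nm absorbance ratio of the ferric-xylenol orange complex.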
PNC assembly inh – inhibitors of perinucleolar compartment assembly; PC3M PTB-GFP, PNC prevalence imaging, 16 h; hits give low values; activity change (PNC), negative = inhibition, % at 10 µM; actives 3.1% (n = 140,000); AID 2417;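 active = readout at or below -70, meaning at least 70% loss of cells showing the perinucleolar compartment, a nuclear body marking cancer cells; inconclusive = readout between -30 and a set limit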;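 note: plate controls were DMSO wells for no effect and camptothecin positive control wells for full effect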
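Read-out is percentage of cells bearing a perinucleolar compartment, from automated 20x imaging of fixed, Hoechst-stained PC3M PTB-GFP cells. Cells were seeded 4 h, then exposed 16 h to compound (23 nl of library stock) in duplicate plates.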
IMPase inh – membrane-permeable compound that blocks inositol monophosphatase. P97697. CHO-M1 cells, IP1 accumulation, HTRF TR-FRET ratio. inhibition (IP1 accumulation), % at 46.1 µM. 120,000 tested, under 10 active. AID 901; active = well fitted curve in the direction sought with a large enough effect in the signal ratio, not every such curve was filed as active; inconclusive = small, poorly fitted or top-dose-only effect, or a change in a side signal; inactive = no such curve, though single readings can be large or run the other way; the % refers to the signal ratio;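 note: cells stimulated with carbachol in lithium chloride buffer; plate controls were DMSO basal wells for no effect and reference inhibitor wells for full effect; higher means more IMPase inhibition seen as more IP1 and lower FRET ratio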
Target sequence (P97697 whole entry, looked up): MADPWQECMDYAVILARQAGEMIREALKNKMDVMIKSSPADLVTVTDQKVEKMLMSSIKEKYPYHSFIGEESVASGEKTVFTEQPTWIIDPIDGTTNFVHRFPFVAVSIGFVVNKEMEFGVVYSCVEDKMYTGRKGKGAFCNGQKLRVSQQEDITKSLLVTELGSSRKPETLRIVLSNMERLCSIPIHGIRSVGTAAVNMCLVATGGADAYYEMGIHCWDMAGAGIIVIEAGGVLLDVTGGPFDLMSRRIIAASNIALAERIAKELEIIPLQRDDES
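Elevated IP1 in lysates lowers TR-FRET signal (665/620 ratio and 620 channel reported). Cells were CHO-M1, given carbachol (50 uM as added) plus 50mM LiCl, pH 7.4, 30 min, 37C; compounds titrated up to 46 uM; AC50 by Hill equation.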
ALOX12 inhib – inhibitors of human 12-lipoxygenase (ALOX12). actives 0.12% (n = 150,000). AID 1452. purified 12-hLO, xylenol orange hydroperoxide absorbance. P18054. Potency, µM (highest dose often 57.1 µM), for inactives: at the top dose activity change, negative = inhibition, most hits filed as inhibitors; note: potency is the fitted concentration of half-maximal effect; nearly all actives have a fitted effect of over 55% in size; many of its hits are not listed in these tables
Target sequence (P18054 whole entry, looked up): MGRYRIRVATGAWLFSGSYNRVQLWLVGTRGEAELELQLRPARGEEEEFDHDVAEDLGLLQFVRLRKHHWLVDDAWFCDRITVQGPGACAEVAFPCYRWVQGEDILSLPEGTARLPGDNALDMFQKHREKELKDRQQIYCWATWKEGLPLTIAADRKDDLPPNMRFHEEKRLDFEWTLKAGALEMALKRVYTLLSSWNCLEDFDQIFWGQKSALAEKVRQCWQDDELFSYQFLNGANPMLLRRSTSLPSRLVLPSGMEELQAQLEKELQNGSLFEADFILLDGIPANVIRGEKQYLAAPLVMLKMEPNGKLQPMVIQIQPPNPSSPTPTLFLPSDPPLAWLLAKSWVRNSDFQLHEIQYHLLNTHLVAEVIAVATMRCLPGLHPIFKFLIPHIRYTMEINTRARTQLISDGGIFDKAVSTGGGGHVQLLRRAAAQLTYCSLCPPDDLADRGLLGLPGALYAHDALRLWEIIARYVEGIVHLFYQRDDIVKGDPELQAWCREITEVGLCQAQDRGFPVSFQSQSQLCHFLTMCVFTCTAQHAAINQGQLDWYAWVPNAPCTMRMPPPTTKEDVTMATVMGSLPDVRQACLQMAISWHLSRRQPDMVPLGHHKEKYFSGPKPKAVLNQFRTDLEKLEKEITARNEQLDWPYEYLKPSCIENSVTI
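Hydroperoxide formation by human 12-lipoxygenase from 40 uM arachidonic acid was followed colorimetrically via ferric-xylenol orange complex, using the 573/405 nm absorbance ratio. Enzyme concentration was 150 nM, with 30 min reaction at room temperature.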
Numbers without * were called inactive; ? = inconclusive; nt = not tested or not shown; [ ] = another dose, or the depositor's remark. Unless noted, calls come from the whole dose curve; as a rule, active = well fitted curve in the direction sought with a large enough effect; inconclusive = small, poorly fitted or top-dose-only effect, or another doubt; inactive = no such curve, though single readings can be large; an effect the other way counts as inactive or inconclusive. Unless noted, % is set by controls: 0 for no effect and ±100 for the full control effect. A portion of the library; count on the stated rates, not on these rows.

SMILES | ALOX15B inhib | PNC assembly inh | IMPase inh | ALOX12 inhib
COc1ccc(-c2c(C)nn(-c3ccccc3)c2N)cc1 | -12% | -10 | 3 | -8%
Cc1cccc(CSc2nc(N)c(C#N)c(-c3cccs3)c2C#N)c1 | nt | -22 | -11[0.369 µM] | -1%
COc1ccccc1N1CCN(S(=O)(=O)c2ccc3nc(-c4ccccc4)[nH]c3c2)CC1 | nt | -113* | nt | -4%
O=c1[nH]n(-c2ccccc2)c(=O)c(Cl)c1Cl | nt | 42 | 4 | 7%
NS(=O)(=O)c1ccc(CCNC(=O)CSc2nc3ccsc3c(=O)n2C2CC2)cc1 | nt | ? | 0 | 0%
Cc1c(Cl)c(S(N)(=O)=O)cc(S(N)(=O)=O)c1NC(=O)c1ccc(Cl)cc1 | -4%[11.4 µM] | nt | nt | 0%[11.4 µM]
O=C(Nc1ncccc1Cl)C1COc2ccccc2O1 (stereo not drawn) | -12% | 3 | -3 | 0%
COc1ccccc1Nc1ncc(C(=O)Nc2ccc(OC)c(OC)c2)c2ccccc12 | nt | 43 | nt | 1%
Cc1ccc(NC(=O)c2cnn(-c3ccccc3)c2NC(=O)c2ccco2)cc1 | -8% | -20 | 1 | -2%
Cc1nn(C(=O)c2cccnc2)c(C)c1Sc1ccccc1 | nt | -3 | nt | -1%
O=C(c1cccs1)c1coc2ccc(O)c(CN(CCO)CCO)c12 | 4% | ? | -4 | 1%
COC(=O)c1ccccc1NC(=O)C1CCCN(c2nnc(-n3cccc3)s2)C1 (stereo not drawn) | nt | 24 | 12 | 5%
CCOC(=O)c1cnc(SC)nc1Oc1cccc(NS(=O)(=O)c2ccc(C)cc2)c1 | 0% | -23 | 3 | -6%
COc1ccc2nc(SCc3cccc(C)c3)nc(C)c2c1 | nt | ? | -12 | -4%
CCOc1ccc(N2CC(C(=O)Oc3ccccc3)CC2=O)cc1 (stereo not drawn) | -5% | 4 | 6 | -5%

2 of these compounds, reformatted.
Every second line gives: ALOX15B inhib, PNC assembly inh, IMPase inh, ALOX12 inhib
COC(=O)c1ccccc1NC(=O)C1CCCN(c2nnc(-n3cccc3)s2)C1 (stereo not drawn)
    nt, 24, 12, 5%
CCOC(=O)c1cnc(SC)nc1Oc1cccc(NS(=O)(=O)c2ccc(C)cc2)c1
    0%, -23, 3, -6%

The list continues:
SMILES | ALOX15B inhib | PNC assembly inh | IMPase inh | ALOX12 inhib
O=C(C1CCCN1S(=O)(=O)c1ccc(Cl)cc1)N1CCOCC1 (stereo not drawn) | -2% | ? | -5 | -5%
COc1cccc(CN2CCSCC2)c1 | -19% | -22 | -3 | -7%
O=C(Nc1nc2ccc(S(=O)(=O)N3CCCCC3)cc2s1)c1cccnc1 | -8% | 39 | 1 | 7%
CS(=O)(=O)N(Cc1ccccc1)c1ccc(C(=O)N2CCc3ccccc3C2)cc1 | 11% | 53 | 9 | 2%
COCCNC(=O)[C@H](C)[C@@H]1C[C@@]1(C)[C@@H](NC(=O)OCc1ccccc1)c1ccccc1 | -1% | nt | nt | 6%
CCOC(=O)c1c(NC(=O)COC(=O)Cn2c(C)nc3ccccc32)sc2c1CCCC2 | nt | 19 | nt | 0%
CCOC(=O)c1c(N)sc(C(=O)N(C)C)c1C | 0% | 22 | 0 | -3%
O=C(CSc1nnc(CNc2ccc(F)cc2)n1-c1ccccc1)N1CCOCC1 | nt | ? | -9 | -2%
C=CCOc1ccc(CNC(C)(C)CO)cc1OC | nt | -17 | 4 | 10%
CC(C)NC(=O)/C(=C/c1cn(-c2ccccc2)nc1-c1cccc([N+](=O)[O-])c1)NC(=O)c1ccccc1 | nt | ? | nt | -1%
O=C1NCCCN1Cc1ccc(F)cc1 | 7% | 37 | 0 | -7%
Cc1cccc(NC(=O)Cc2cccs2)n1 | 0% | ? | -6 | 4%
Cc1nn(-c2ccccc2)c2nc(=O)n(-c3ccccc3)cc12 | -1% | 3 | 10 | -1%
Oc1c(Br)cccc1/C=N/Nc1c(F)c(F)c(F)c(F)c1F | nt | 0 | 1 | 6%
CC(C)CCn1c(N2CCN(c3cccc(Cl)c3)CC2)nc2c1c(=O)[nH]c(=O)n2C | nt | 42 | 10 | -2%
CC(=O)C(N=Nc1ccccc1)(Sc1nnc(-c2ccccc2)n1-c1ccccc1)C(=O)Nc1ccccc1 (stereo not drawn) | -6% | 24 | 0 | -3%
COc1ccc(C(=O)N/C(=C\c2ccccc2)C(=O)NC(CCSC)C(=O)O)cc1 (stereo not drawn) | 4% | -1 | 4 | 1%
Cc1sc2nc(SCC(=O)NCc3cccs3)[nH]c(=O)c2c1C | -8% | 6 | 7 | 0%
CNC(=O)OCc1cccc(COC(=O)NC)n1 | -5% | ? | ? | -6%
CCOC(=O)Nc1ccc(S(=O)(=O)Nc2cc(C)on2)cc1 | -7% | ? | 5 | -2%
O=C(COC(=O)c1ccc(Cl)c(S(=O)(=O)N2CCCC2)c1)NC1CCCC1 | 4% | ? | 8 | -4%
Cc1nnc(N2C(=O)C(O)=C(C(=O)c3ccco3)C2c2ccc(C(C)(C)C)cc2)s1 (stereo not drawn) | nt | -109* | -9 | 7%
Cc1ccc(S(=O)(=O)NNC(=O)C2COc3ccccc3O2)cc1 (stereo not drawn) | nt | 36 | nt | -7%
Cc1cccc(/N=C/c2c(O)[nH]c3ccccc23)n1 | -6% | -14 | 6 | -8%
CCOc1ccccc1NC(=O)Nc1cc(OC)ccc1OC | -6% | 49 | 1 | -3%
CCOc1ccc(C)cc1-n1nc2ccccc2n1 | 8% | -22 | 0 | -5%
COc1ccccc1NC(=O)C1C2C=CC(O2)C1C(=O)O (stereo not drawn) | -7% | -11 | 4[9.22 µM] | 2%
CCN1CCC2(CC1)N=C(c1ccc(F)cc1)C(=S)N2C(=O)c1ccc(C(C)(C)C)cc1 | nt | 23 | 16 | -2%
Fc1ccc(C2=CC(c3ccc(Br)o3)n3ncnc3N2)cc1 (stereo not drawn) | nt | ? | nt | -7%
Cc1cccc(C)c1NC(=O)CCN1C(=O)C2C3CCC(C3)C2C1=O (stereo not drawn) | 10% | -23 | -4 | -3%

In a second layout: results already given.
Structure,ALOX15B inhib,PNC assembly inh,IMPase inh,ALOX12 inhib
COc1ccc(C(=O)N/C(=C\c2ccccc2)C(=O)NC(CCSC)C(=O)O)cc1 (stereo not drawn),4%,-1,4,1%
Cc1sc2nc(SCC(=O)NCc3cccs3)[nH]c(=O)c2c1C,-8%,6,7,0%

The listing continues.
SMILES | ALOX15B inhib | PNC assembly inh | IMPase inh | ALOX12 inhib
COC(=O)CSc1nnc(-c2ccc(S(=O)(=O)N3CCCCC3)cc2)o1 | -1% | -21 | 9 | 1%
Cc1cccc(Oc2ncnc3onc(C)c23)c1 | 3%[11.4 µM] | ? | 3[1.84 µM] | 2%
Cc1ccc(CN2CCN(CC(=O)N/N=C/c3c[nH]c4ccccc34)CC2)cc1 | nt | 70 | 10 | 1%
O=C(Nc1ccccc1N1CCCCC1)c1ccc2nccnc2c1 | 7% | -19 | 12 | -3%
CCc1ccc2c(CN(CC)Cc3nc4ccccc4c(=O)[nH]3)cc(=O)oc2c1 | -13% | 41 | -9 | -14%
COc1ccc(N2C(=O)CC(NC3CC3)C2=O)cc1 (stereo not drawn) | 0% | 1 | -8 | -4%
c1ccc(CSc2nnnn2-c2ccccc2)cc1 | -9% | -25 | 1 | 1%
S=C(NCc1ccco1)N1CCN(Cc2ccco2)CC1 | -10% | 97 | 0 | 6%
Cc1cc(NCCCN(C)C)n2nc(-c3cccs3)cc2n1 | nt | 126 | -8 | 14%
CC1(C)Cc2c(c(N3CCOCC3)nc3sc(-c4ccc(C(=O)O)o4)c(N)c23)CO1 | nt | 272 | -25 | ?
CCC(C)[C@H](NC(=O)OC(C)(C)C)C(=O)N/N=C/c1cccc2nccnc12 (stereo partly drawn) | -4% | 34 | 2 | 3%
O=C(NCc1ccncc1)/C(=N/O)c1ccccc1 | -5% | -16 | -5 | 2%
C=CCN=C1SC(C)C(=O)N1S(=O)(=O)c1ccccc1 (stereo not drawn) | -4% | -19 | -8 | 3%
CCC(C)N1CC23C=CC(O2)C(C(=O)OCc2ccccc2)C3C1=O (stereo not drawn) | -9% | 19 | -2 | 1%
Cc1ccc(CN(c2ccc(C(=O)N3CCc4ccccc4C3)cc2)S(C)(=O)=O)cc1 | -1% | ? | -4 | -11%
CCOC(=O)N1CCN(C(=O)c2ccc(C)c(S(=O)(=O)Nc3ccccc3)c2)CC1 | 5% | -9 | -4 | 0%
CCCC(=O)NC(=S)Nc1sc2c(c1C(N)=O)CCC2 | nt | -11 | nt | -1%
CC(C)n1c(=N)c(C(=O)NCCc2ccccc2)cc2c(=O)n3ccccc3nc21 | -8% | 35 | 7 | -9%
Cc1ccc(NS(=O)(=O)c2ccc(CCC(=O)O)cc2)cc1 | -4% | 47 | -6 | -1%
CCc1nnc(NC(=O)CCN2C(=O)c3ccccc3C2=O)s1 | 1% | -4 | -2 | -5%
CC(=O)N/C(=C/c1ccccc1)C(=O)N1CCCCC1 | nt | ? | -6 | 0%
O=C(/C=C/c1ccc2c(c1)OCO2)N1CCN(c2ccccc2F)CC1 | nt | 4 | nt | -1%
Cc1cc(C)n2cc(CSc3nnc(SCc4cn5c(C)cc(C)nc5n4)s3)nc2n1 | -8% | ? | 6 | 2%
C=CCC1c2cccc(C(=O)OC)c2C(=O)N1c1ccccc1 (stereo not drawn) | -12% | 32 | 4 | 3%
NC(=NCCCCCCN=C(N)/N=C(\N)Nc1ccc(Cl)cc1)/N=C(\N)Nc1ccc(Cl)cc1 | -3% | nt | 4[20.6 µM] | -28%
CN1C2C=C(N(CCc3c[nH]c4ccccc34)C(=O)c3ccc(Cl)cc3)CC1CC2 (stereo not drawn) | 24% | 8 | 4 | 0%
CCOC(=O)NCc1ccc(Cl)c(Cl)c1 | -1% | ? | 1 | -1%
Cc1cccc(NC(=O)C2CCN(S(=O)(=O)c3c(C)[nH]c(=O)[nH]c3=O)CC2)c1 | nt | 24 | nt | -4%
CC(C)OC(=O)N(C)c1ccc(C(O)(C(F)(F)F)C(F)(F)F)cc1 | 7% | -13 | 8 | -9%
Cc1ccc(C(C)C)c(OCCNS(C)(=O)=O)c1 | 2% | 10 | 8 | -6%
Cc1cc(C(=O)Nc2nc3c(s2)CCCC3)no1 | 2% | -107* | 4 | 1%
Cn1cnnc1SCc1ccc(C#N)cc1 | -1% | -6 | -1 | -1%
COc1ccc(-c2cnc(NCc3cc4c(cc3[N+](=O)[O-])OCO4)n2C)cc1 | nt | -5 | 15 | 6%
CCOC(=O)Nc1ccc(S(=O)(=O)N(C)C(C)C)cc1 | 2% | -13 | -3 | 2%
C/C(CCN1CCc2nc(-c3ccccc3)c(-c3ccccc3)cc2C1)=N\OC[C@@H](C)[C@H](OCc1ccccc1)C(C)C | nt | -15 | nt | -3%
CCn1c(SCC(=O)NCCOC)nc2sc3c(c2c1=O)CCCC3 | -14% | 22 | -1 | -7%
O=C(Nc1ccc(Cl)c(Cl)c1)Nc1ccc(N2CCCC2)c(S(=O)(=O)Nc2ccccc2Cl)c1 | nt | 37 | nt | -4%
Cn1c(=O)c2c(nc(Br)n2C)n(C)c1=O | -1% | -3 | 1 | 6%
Cc1ccc(Nc2nc(N)c([N+](=O)[O-])c(N3CCCC(C)C3)n2)cc1C (stereo not drawn) | nt | -19 | 3 | 0%
COCCCNC(=O)C1CC(=O)OC1c1ccc(OC)c(OC)c1 (stereo not drawn) | -2% | 22 | 1 | -1%
CCOC(=O)C1=C(Nc2ccccc2)CC(C)(O)C(C(=O)OCC)C1c1ccc(Cl)cc1 (stereo not drawn) | nt | -11 | nt | -4%
Cn1nc(-c2ccc(C(=O)Nc3cccnc3)cc2)c2ccccc2c1=O | -14% | -6 | 3 | -3%
Cc1nc(N)c(C#N)c(-c2cccnc2)c1C | 8% | ? | -6 | 1%
COc1ccc(N2CCN(CCCNC(=O)c3cc4sccc4n3C)CC2)cc1 | 31%[activator] | -3 | 12 | -3%
